High-throughput results (PubChem BioAssay)
AddAB inh = less growth of phage-infected E. coli with AddAB; E. coli expressing H. pylori AddAB, absorbance growth; inhibition, % at 11.9 µM; actives 0.29% (n = 330,000); AID 435030; in the data active = inhibition above about 12%;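 note: 0% = vehicle wells of infected cells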
HTR5A inv ctr = inverse agonist of human HTR5A in OPRM1-OPRD1 counter-screen. P47898. HTR5A cell line, luminescence, inverse agonism. inhibition, % at 9.3 µM. actives 0.083% (n = 340,000); in the data active = inhibition mostly above about 23%, no sharp cut-off; inactive = mostly below about 18%;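 note: 0% = cells with DMSO and 100% = no-cell wells with DMSO; some compounds called inactive have numbers as strong as hits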
Target sequence (P47898 whole entry, looked up): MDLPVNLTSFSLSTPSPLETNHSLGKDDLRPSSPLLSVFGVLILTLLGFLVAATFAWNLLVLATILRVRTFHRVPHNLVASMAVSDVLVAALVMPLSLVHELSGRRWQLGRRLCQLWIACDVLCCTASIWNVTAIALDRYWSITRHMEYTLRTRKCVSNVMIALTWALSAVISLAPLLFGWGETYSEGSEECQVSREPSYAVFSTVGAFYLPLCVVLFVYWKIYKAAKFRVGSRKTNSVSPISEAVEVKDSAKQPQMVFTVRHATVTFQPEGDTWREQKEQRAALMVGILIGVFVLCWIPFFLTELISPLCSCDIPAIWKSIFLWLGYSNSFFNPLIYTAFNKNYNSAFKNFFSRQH
PfHsp90 set2 = growth inhibition of yeast expressing Plasmodium Hsp90; inhibition, % at 9.4 µM; AID 504621; actives 0.32% (n = 310,000); S. cerevisiae expressing PfHsp90, BacTiter-Glo ATP, 48 h; yeast lacking PDR1 and PDR3 efflux regulators;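 active = every replicate shows inhibition above about 80%, whatever the replicate mean, limit read from the data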;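 note: 0% = DMSO neutral controls and 100% = 20 µM radicicol positive controls; yeast relying on Plasmodium falciparum Hsp90 in place of its own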
MOR-DOR ag = OPRM1-OPRD1 heterodimerization agonism; P35372+P41143; cells, luminescence; activation, % at 9.3 µM; actives 0.3% (n = 340,000); AID 504326; in the data active = activation above about 18%;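 note: 0% = vehicle-treated cells and 100% = reference agonist; values of inactives mirror those of a sister screen read the other way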
PKA-R1A act = PKA-R1A complex activation; P00514+P68181; PKA-R1A dissociation, Cy5-IP20 fluorescence polarization; scaled: DMSO 0%, 113 µM cGMP 100%; activation, % at 11.4 µM; actives 0.083% (n = 340,000);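 active = percent activation above the mean of all tested compounds plus 3 SD, cut at about 19% in these data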;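 note: higher means more PKAc released from R1A so a rise in polarization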
HTR5A ag = counter-screen for OPRM1-OPRD1 agonists: human HTR5A agonism; AID 504692; activation, % at 9.3 µM; HTR5A agonist assay, luminescence, cell-based; P47898; actives 0.61% (n = 340,000); in the data active = activation mostly above about 9.5%, no sharp cut-off; inactive = mostly below about 7.6%;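 note: 0% = cells with vehicle only and 100% = reference agonist; strong numbers were not always called active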
phage Ecoli inh = E. coli growth loss with phage present. actives 0.26% (n = 360,000). growth absorbance. inhibition, % at 11.9 µM; in the data active = inhibition above about 11%
Mot1-301 SUMO = blocks SUMOylation pathway, rescuing yeast Mot1-301 growth | S. cerevisiae Mot1-301 growth rescue, ATP luminescence, 38.5C; percent above DMSO median, 100 means doubled | growth rescue, % at 18.8 µM | actives 1% (n = 320,000) | AID 2716;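 active = every valid replicate shows activation above 250% relative to neutral control wells; inactive = the rest, any valid replicate at or below 250%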;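 note: OY570 slx delta 5 strain wells were the positive control but not used for scaling; some compounds called inactive have numbers as strong as hits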
OPRM1-OPRD1 inv = inverse agonists of human mu-delta opioid receptor heterodimerization; inhibition, % at 9.3 µM; cell-based MOR-DOR heterodimer luminescence, inverse agonism; P35372+P41143; actives 0.21% (n = 340,000); in the data active = inhibition above about 22%, passing the limit was not always enough;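 note: 0% = cells with DMSO and 100% = wells without cells with DMSO; values of inactives mirror those of a sister screen read the other way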
Ecoli viability = counter-screen for AddAB inhibitors: E. coli growth inhibition. E. coli V3065 growth, OD600 absorbance, 18 h. inhibition, % at 11.9 µM. actives 0.27% (n = 330,000). AID 449728;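 active = inhibition above the campaign's mean inhibition across all tested compounds plus 3 SD, cut at about 9.9% in these data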;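 note: uninfected addAB+ strain grown without phage in ampicillin broth; 0% = DMSO wells and 100% = ciprofloxacin 0.95 µg/ml wells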
Pemphigus Ab inh = inhibitors of pemphigus antibody binding to human desmoglein-3; binding (percent of control), % at 10 µM; DSG3-coupled beads, scFv-anti-DSG3-GFP binding, flow cytometry; stronger effect = lower value; actives 0.48% (n = 310,000); P32926; AID 588358;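 active = binding more than 3 SD below its plate's average and above zero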;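 note: hits lower antibody fragment binding to DSG3; some compounds called inactive have numbers as strong as hits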
* marks the source's active call; other numbers are inactive results; / = no result given; & = joins results of further samples. Compounds as they come; about 3.2% have a hit in one of these screens.

SMILES | AddAB inh | HTR5A inv ctr | PfHsp90 set2 | MOR-DOR ag | PKA-R1A act | HTR5A ag | phage Ecoli inh | Mot1-301 SUMO | OPRM1-OPRD1 inv | Ecoli viability | Pemphigus Ab inh
COc1ccccc1C(=O)NCC(=O)OCC(=O)c1cccc2ccccc12 | 1.4 | 22 | / | -1.3 | -5 | -8 | 7.8 | 321* | 8 | 1.8 | 100
Cc1ccc(S(=O)(=O)Oc2ccc(C(c3c(C)[nH][nH]c3=O)c3c(C)[nH][nH]c3=O)cc2)cc1 | -0.8 | 3 | / | -0.2 | 2 | 2 | / | -10 | 1 | -0.7 | 103
CCN1C(=O)/C(=C/c2ccc(C)o2)N(C)C1=S | 4.5 | -10 | 6 | 0.2 | 1 | 0 | 3.8 | -11 | -2 | 0.4 | 85
O=C(Nc1ccncc1)c1cc(-c2cccc(Br)c2)nc2ccccc12 | 6.3 | -56 | / | 52* | -9 | 26* | 3.8 | 47 | -336 | 3.5 | 107
Cc1ccccc1CN1CCN(S(C)(=O)=O)CC1 | -2.1 | 0 | -25 | -3.5 | 2 | 0 | 4.0 | -24 | 15 | -1.8 | 96
Cc1cc(C)c2c(c1)[C@@H]1C=CC[C@@H]1[C@H](c1ccc(S(=O)(=O)N3CCOCC3)cc1)N2 | 0.6 | -20 | -21 | 1.1 | 1 | 11 | 2.5 | 16 | -5 | 0.8 | 87
CCc1ccccc1NC(=O)c1cc(-c2cccc(O)c2)on1 | -2.2 | -19 | -59 | 10.0 | 1 | 6 | 3.6 | 4 | -59 | -1.0 | 73
CCSc1nnc2c(n1)OC=Nc1ccc(Br)cc1-2 | 0.6 | 12 | 26 | -4.0 | 7 | 0 | 0.2 | -1 | 17 | -2.6 | 112
CSc1ccccc1NC(=O)COc1ccc(S(=O)(=O)N2CCCC2)cc1 | 2.6 | -21 | -11 | -3.1 | -8 | -3 | 2.3 | 2 | 16 | -0.8 | 107
CC(=O)c1c(C)[nH]c(C(=O)CN2C(=O)NC(C)(C)C2=O)c1C | 1.5 | 7 | / | -1.7 | 15 | 1 | 7.3 | -18 | 11 | 0.7 | 109
COCCn1c(COc2cccc(OC)c2)nnc1SCC(=O)NC1CCCC1 | 5.2 | -16 | 31 | 0.5 | -8 | 6 | 1.3 | -22 | -3 | 0.6 | /
CC(C)C(=O)c1cn(CC(=O)NCc2ccco2)c2ccccc12 | -0.2 | -27 | -41 | -1.2 | -6 | 8 | 2.8 | 0 | 6 | -0.7 | 93
O=C(CNC(=S)N(Cc1ccccc1)Cc1cccnc1)NCCc1ccccc1 | 0.5 | -5 | -8 | -2.8 | -16 | -6 | 2.0 | 12 | 15 | -2.4 | 99
CC(/C=N/NC(=O)c1cc(-c2ccc(C)s2)[nH]n1)=C\c1ccccc1 | -1.7 | 6 | 21 | -2.9 | 1 | -2 | 1.0 | -1 | 13 | -0.3 | 107
CCCn1c(SCC(=O)Nc2ccc(OCC)cc2)nnc1C(C)C | 0.2 | 2 | 22 | -1.3 | -8 | 1 | -0.3 | 344* | 7 | -0.8 | 97
Cc1ccc(/C=C2\SC(=S)N(CCCC(=O)Nc3cccnc3)C2=O)cc1 | 3.4 | -2 | -12 | 0.3 | 2 | -2 | / | -2 | -2 | 1.7 | /
COc1cc(NC(=O)c2csc(-c3ccncc3)n2)cc(C(=O)Nc2cccc(C(F)(F)F)c2)c1 | -1.1 | 3 | 20 | 3.0 | 4&8 | 6 | 2.2&-0.5 | 25 | -16 | 2.3 | 104&96
COc1ccc(C(=O)Oc2cccnc2)cc1 | -0.5 | 8 | 11 | -3.0 | 2 | 3 | 3.7 | -14 | 12 | 0.7 | 107
Cc1nc(NC(C)C)c2oc3ccccc3c2n1 | -1.9 | -16 | -4 | -0.2 | 1 | 3 | 2.9 | -36 | 1 | 0.0 | 105
CC(C)N1CC(C(=O)Nc2ccc(C#N)cc2)CC1=O (centres undefined) | -0.2 | -9 | -13 | -2.6 | -1 | 2 | 0.8 | 80 | 12 | -1.2 | 104
COc1ccc2nc3ccccc3nc2c1NC(=O)c1ccc(Cl)cc1Cl | 4.0 | 5 | -9 | -3.3 | -6 | 1 | -0.1 | 9 | 18 | 1.5 | 158
CCCCn1c(N)c(N(CCOC)C(=O)c2ccc3c(c2)C(=O)N(c2cc(C)ccc2C)C3=O)c(=O)[nH]c1=O | 1.0 | -16 | 2 | 1.2 | -12 | 6 | 0.5 | 9 | -7 | 1.3 | 101
Cc1ccc(CNC(=O)CSc2nnc3n2CCCCC3)cc1 | 2.8 | -20 | -16 | -1.4 | -1 | 7 | 1.1 | -1 | 6 | 4.6 | 109
COC(=O)C(C)Sc1n[nH]c(=S)s1 (centres undefined) | 5.6 | 26 | / | -0.3 | 6 | -12 | 1.9 | 66 | 2 | 1.7 | 112
COCCN(C(=O)CSc1nnc(-c2ccncc2)n1C)c1c(N)n(CC(C)C)c(=O)[nH]c1=O | / | -2 | -6 | -2.5 | -14 | 1 | 3.7 | / | 13 | / | 107
Cc1cc(N2CCCCC2)c(F)cc1[N+](=O)[O-] | 0.4 | -6 | / | 2.5 | -22 | -2 | 1.6 | 14 | -13 | -0.2 | 103
CS(=O)(=O)N(CC(=O)NN=C1CCCCCC1)c1ccc(Oc2ccccc2)cc1 | -2.2 | -6 | / | 2.4 | -10 | 1 | 1.6 | -16 | -15 | 0.7 | 87
Cc1ccc(C2C(C#N)=C(N)SC(N)=C2C#N)c(C)c1 | 0.7 | 4 | 3 | -0.3 | -7 | 0 | / | 70 | 1 | 1.6 | 151
NNC(=O)c1cc2c(s1)-c1cc(Cl)ccc1SC2 | 2.3 | / | -1 | / | / | / | -0.4 | 16 | / | -2.3 | 97
CC(C)(C)OC(=O)N1CCCC1C(=O)NC(Cc1ccccc1)C(=O)O (centres undefined) | 1.9 | -8 | -8 | -1.6 | 4 | -2 | 0.9 | -18 | 10 | -0.2 | /
COc1ccc(C(=O)c2c(C)c3ccccc3n2CC(O)CNC(C)C)cc1 (centres undefined) | 1.8 | -15 | -2 | 5.8 | 4 | 5 | 3.6 | 3 | -42 | -2.2 | 111
Nc1ccc2nc(NC(=O)C3CCCCC3)sc2c1 | 2.0 | -3 | 9 | -1.6 | 8 | 2 | 2.0 | 165 | 7 | 1.3 | /
O=c1c2cn[nH]c2nc(SCc2ccc3c(c2)OCCO3)n1-c1ccccc1 | 2.4 | -17 | -10 | 0.0 | -4 | 2 | 1.6 | 0 | 0 | 0.8 | 97
CC(=O)N1CCSc2ccc(S(=O)(=O)N3CCC(C)CC3)cc21 | 4.1 | -7 | 13 | 0.2 | -17 | 2 | -0.2 | 20 | -1 | -0.5 | 116
CCOc1ccc(OCCOCCNCCOC)cc1 | -0.7 | -8 | 3 | -1.6 | 0 | 4 | 2.0 | -12 | 10 | -1.6 | 91
CCN(CC(=O)Nc1ccc(OC)cc1)C(=O)CSCc1c(C)noc1C | 1.8 | 1 | 0 | -0.4 | 0 | 0 | 3.5 | -3 | 2 | -0.9 | /
Cc1nc2cc(NC(=O)N3CCN(c4ccccn4)CC3)ccc2o1 | 4.6 | 26 | -6 | -0.8 | -6 | -4 | 2.5 | -6 | 5 | 3.2 | 85
COc1ccc(C(C(=O)NC2CCCC2)N(Cc2ccc(F)cc2)C(=O)c2ccn[nH]2)cc1OC (centres undefined) | 0.6 | 9 | 0 | -1.0 | -6 | 4 | 0.0 | -3 | 6 | -1.9 | 101
CN(CC(=O)Nc1ccccc1Br)c1ncnc2sccc12 | 0.0 | -15 | 3 | -4.2 | -16 | 6 | 5.2 | -18 | 21 | 0.7 | 97
CCN(c1ccc(NC(=O)COC(=O)CCc2nc3ccccc3n2-c2ccccc2)cc1)C(C)C | -0.7 | -2 | -85 | 3.5 | -9 | 0 | 1.6 | 6 | -19 | 1.4 | 110
CCOc1cc(C)c(Cl)cc1S(=O)(=O)NCc1ccc2c(c1)OCO2 | 2.1 | 17 | -14 | 2.0 | -8 | -7 | -0.2 | 17 | -8 | 0.0 | /
O=C(NNC(=S)NC1CC2C=CC1C2)c1ccncc1 (centres undefined) | 1.7 | -21 | -6 | -2.4 | 7 | -2 | 3.3 | 16 | 12 | 2.0 | 99
Cc1nnc(SCC(=O)Nc2cc(C(F)(F)F)ccc2N2CCOCC2)o1 | 2.7 | 8 | / | -2.9 | 0 | 4 | 2.3 | -6 | 16 | -0.6 | 101
CCN(CC)C(=O)C1CCCN(C/C(C)=C/c2ccccc2)C1 (centres undefined) | 3.1 | 6 | -1 | 1.6 | -5 | 6 | 3.9 | -4 | -9 | 0.0 | 105
FC(F)(F)c1nnc(N2CCN(c3ccc(Cl)cc3)CC2)s1 | 0.9 | -14 | 2 | -1.6 | -5 | 1 | -0.4 | 2 | 8 | -1.7 | 112
COc1ccccc1C(CNC(=O)c1ccc(S(=O)(=O)NCc2ccco2)cc1)N(C)C (centres undefined) | 0.3 | 31 | / | 1.4 | 5 | 1 | 3.0 | 3 | -8 | -0.6 | 104
CCN(CC)CCn1c(OC)cc(=O)[nH]c1=O | 1.5 | -7 | -9 | -0.3 | -13 | 4 | 3.6 | -6 | 2 | -1.4 | 101
COc1ccccc1CNC(=O)Cc1ccc(OC)c(OC)c1 | -0.2 | -3 | -14 | -0.7 | 0 | 1 | 3.9 | -5 | 3 | -1.9 | 102
COc1ccccc1NC(=O)Cn1c(C)nc2c(sc(=S)n2Cc2ccco2)c1=O | -0.5 | 26 | -7 | -2.0 | -3 | 3 | -0.5 | 3 | 11 | 0.1 | 101
Fc1ccc(Br)cc1C1C=C(c2ccc(Br)cc2)Nc2ncnn21 (centres undefined) | -0.9 | -14 | / | -0.1 | -3 | 4 | 0.9 | -12 | 1 | -0.6 | 122
COc1ccc(NC(=O)C(c2ccccc2)c2ccccc2)cn1 | 1.0 | 5 | -29 | 0.0 | -3 | 0 | 4.0 | -23 | 0 | -0.7 | 109
COc1ccc(/C=C/C(=O)OCC(=O)Nc2ccc(N3CCOCC3)cc2)cc1 | -0.9 | 9 | -23 | -2.4 | 0 | -4 | 2.6 | 49 | 13 | 0.8 | 97
COc1cc(/C=C/C(C)=NNc2ccccc2)ccc1O | / | 0 | / | -2.0 | -6 | 0 | 2.9 | / | 11 | / | 93
O=C(CN(Cc1ccc(F)cc1)C(=O)CCC(=O)Nc1ccccn1)NCc1ccc(F)cc1 | 1.7 | -5 | 13 | -2.5 | 5 | 2 | 3.0 | 4 | 13 | -0.2 | 110
COc1ccccc1OCC(=O)N1CC2(C)CC1CC(C)(C)C2 (centres undefined) | 1.4 | -4 | 17 | -1.3 | 8 | -1 | 0.3 | 178 | 7 | 1.8 | 101
CN(C)CCCNS(=O)(=O)c1ccc(NC2CCCCCC2)c([N+](=O)[O-])c1 | 2.5 | -7 | -6 | 2.1 | -5 | 3 | 0.4 | -8 | -12 | -1.4 | 101
